Screening results as filed in PubChem.
A549 tox – Nrf2 qHTS screen for inhibitors: counterscreen for cytotoxicity | A549 ARE-Fluc cells, CellTiter-Fluor viability, 18-24 h | Potency, µM (highest dose often 46 µM), without a hit: at the top dose activity change, negative = cytotoxicity, actives largely listed as inhibitors | AID 504648, 2011 | 0.16% of 390,000 active; also: potency is read from the fitted curve at half-maximal effect; % is scaled to controls: 0 for no effect and ±100 for the full control effect
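A549 ARE_Fluc cells in 5% FBS OPTI-MEM were exposed to compounds in concentration-response for 18-24 h at 37 deg C. Viability was read by CellTiter-Fluor fluorescence (Ex 405/Em 525) after 30 min, before the luciferase read.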
Mm-Cpn inhibitor – Inhibitors of TCP-1 ring complex (TRiC) of Methanococcus maripaludis (MmCpn): qHTS | purified Mm-Cpn ATPase, ADP Transcreener TR-FRET | Potency, µM (doses to about 76.9 µM), for inactives: at the top dose activity, negative = inhibition, most hits filed as inhibitors | 0.031% of 330,000 active | Chaperonin Mm-Cpn (Methanococcus maripaludis) | AID 504842, 2011; also: potency is read from the fitted curve at half-maximal effect; % is scaled to controls: 0 for no effect and ±100 for the full control effect; nearly all actives have a fitted effect of over 80% in size
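Reaction buffer contained 30 mM Tris pH 7.4, 100 mM KCl, 5 mM MgCl2 and 1 mM DTT. Mm-CPN (25 nM final) hydrolysed 10 uM ATP over 30 min at 37°C; ADP was read by HTRF.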
Nrf2 ARE act – qHTS of Nrf2 Activators. AREc32 ARE-luciferase reporter (MCF7-derived line), luminescence, 24 h. Potency, µM (highest dose often 46.1 µM), without a hit: top-dose activation, usual class: activators. 0.31% of 410,000 active. AID 624171, 2012; also: potency is read from the fitted curve at half-maximal effect; % of control where 0% means no effect; nearly all actives have a fitted effect of over 65% in size
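Cells of the AREc32 ARE-luciferase line are plated in OPTI-MEM containing 5% FBS and left overnight at 37 deg C. Compounds are pinned in, incubation continues 24 hr, and firefly luciferase signal is then measured.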
CCT modulator – High-Throughput Screening for Modulators of Cytosolic Chaperonin Activity; purified chaperonin ATPase assay, HTRF ADP detection, 30 min; activity change, % (test concentration not listed), hits read low; 0.3% of 360,000 active; in the data active = activity change below about -30%; also: % is scaled to controls: 0 for no effect and ±100 for the full control effect
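Enzyme 40 or 20 nM (batch-dependent) in Tris pH 7.4/KCl/MgCl2/DTT; cpd 76 uM single point; ATP 10 uM; 30 min 37 °C; Transcreener ADP HTRF detection, 30 min RT; ratio 665/615.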
TGFb SMAD3 inh – qHTS for Inhibitors of TGF-b; HepG2 CAGA-GFP TGF-b/SMAD3 reporter, GFP fluorescence, 18 h; TGF-beta stimulated, 500 pg/mL final; Potency, µM (highest dose often 46.1 µM), without a hit: top-dose activity, negative = inhibition, usual class: inhibitors; 1.2% of 410,000 active; AID 588855, 2011; also: potency is read from the fitted curve at half-maximal effect; % is scaled to controls: 0 for no effect and ±100 for the full control effect; nearly all actives have a fitted effect of over 65% in size
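First, reporter cells (HEPG2 CAGA-GFP) rested 2 h at 37 degrees C. Next, compounds were pinned in and TGF-beta added to 500 pg/mL final. After 18 h, GFP was imaged per cell and summed per well.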
Nrf2 inh – Nrf2 qHTS screen for inhibitors | A549 ARE-Fluc reporter, luciferase luminescence, 18-24 h | Potency, µM (series often up to 46 µM), for inactives: at the highest dose activity change, negative = inhibition, hits mostly inhibitors | 2.1% of 360,000 active; also: potency is read from the fitted curve at half-maximal effect; % is scaled to controls: 0 for no effect and ±100 for the full control effect; nearly all actives have a fitted effect of over 60% in size
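Concentration-response testing used A549 ARE_Fluc cells at 5000 cells/well. Following an 18-24 h compound incubation, viability was read by fluorescence (Ex 405/Em 525) and luciferase output by luminescence.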
Abeta rescue – qHTS for compounds that reverse cellular toxicity of Amyloid beta (A-beta) peptide in yeast: Primary Screen | yeast expressing A-beta42, growth rescue, OD600, 48 h; response scale: 0% DMSO, 100% iron-clioquinol control | Potency, µM (top dose mostly 46.1 µM), for the others: at the highest dose growth rescue, most hits filed as activators | 0.063% of 410,000 active; also: potency is read from the fitted curve at half-maximal effect; nearly all actives have a fitted effect of over 55% in size
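Growth rescue measured by 600 nm absorbance after 48 h yeast culture at 30 C with compound. Values normalized between DMSO and an equimolar ferric chloride plus clioquinol control.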
Akt phos inh – HTS Assay for Inhibitors of Akt Phophorylation: Primary Screen. AID 651550, 2012. activity change, % for hits at 50 µM. Neuro2A IGF-stimulated pAkt S473 HTRF, 20 min; active compounds read low. 0.32% of 360,000 active; in the data active = activity change below about -80%; inconclusive = mostly about -51% to -80%; also: % is scaled to controls: 0 for no effect and ±100 for the full control effect
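Neuro2A cells (4,500/well, DMEM with 0.5% FBS) were treated with compound at a single 50 µM final concentration, stimulated with 6 nM IGF for 20 min at 37 °C, and lysed. Phospho-Akt Ser473 was read by HTRF as 665/615 ratio ×10^4.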
HepG2 tox – qHTS for Inhibitors of TGF-b: Cytotox Counterscreen. HepG2 CAGA-GFP viability, ATP luminescence, 18 h. AID 588856, 2011. Potency, µM (series often up to 46.1 µM), inactives show top-dose activity change, negative = cytotoxicity, usual class: cytotoxic. 0.76% of 410,000 active; also: potency is read from the fitted curve at half-maximal effect; some results filed as inactive show a strong effect at the top dose
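HepG2 CAGA-GFP cells (1000/well, DMEM with 1% FBS) received compound, then TGF-beta at 500 pg/mL final, and were incubated 18 hours at 37 degrees C. Viability was read by CellTiter-Glo luminescence. Media-only wells were set as complete cell-killing and DMSO as no toxicity.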
* marks the source's active call; other numbers are inactive results; i = inactive; ? = inconclusive; / = no result given; [ ] = another dose, or the depositor's remark. Unless noted, calls follow the shape of the dose curve; as a rule, active = well fitted curve in the direction sought with a large enough effect; inconclusive = small, poorly fitted or top-dose-only effect, or another doubt; inactive = no such curve, though single readings can be large; an effect the other way counts as inactive or inconclusive. Not a hit list. About 4.3% of those tested had a hit in this group.

compound,A549 tox,Mm-Cpn inhibitor,Nrf2 ARE act,CCT modulator,TGFb SMAD3 inh,Nrf2 inh,Abeta rescue,Akt phos inh,HepG2 tox
CCC(=Nc1ccccc1O)C1=C(O)CC(c2ccccc2)CC1=O (stereo not given),-7.4%,-1.2%,28.9%,1.5,?,-1.3%,-30.8%[inhibitor],i,-62.5%
CC(C)(C)NC(=O)NC(=O)COC(=O)CCC1CCCCC1,-6.7%,0.9%,-0.8%,-1.5,-12.0%,-9.2%,?,i,-37.8%
CC1CCCCC12NC(=O)N(CC(=O)N1CCN(c3ncccn3)CC1)C2=O (stereo not given),10.4%,-0.3%,-1.3%,1.4,-8.3%,0.6%,-9.1%,i,-14.7%
O=C1/C(=C/c2cccc(F)c2)SC(=S)N1NS(=O)(=O)c1ccccc1,-23.3%,0.1%,6.0%,-3.2,-10.2%,-8.9%,-1.3%,i,-8.7%
COc1ccc(CC(=O)NNC(=O)COc2ccc(Br)cc2C)cc1OC,3.6%,1.7%,0.2%,-0.4,-8.2%,1.4%,1.2%,i,10.6%
Cc1ccc(C2=CC(c3ccc(Cl)cc3)n3nc(-c4ccc(C)cc4)nc3N2)cc1 (stereo not given),1.0%,/,3.1%,/,-25.8%,-11.8%,8.2%,/,-45.7%
COc1cccc(Nc2sc(C(=O)c3ccc(Cl)cc3)c(N)c2C(=O)NCc2ccc(C)cc2)c1,-19.1%,/,0.5%,/,12.6µM*,/,10.2%,/,-27.1%
Cc1nc(-c2ccccc2)sc1-c1ccc(SCC(=O)NCc2ccc(F)cc2)nn1,-3.7%,/,14.3%,/,16.0%,11.7%,-10.3%,/,9.9%
O=C(OCC(=O)N1CCCCCC1)c1ccc(F)cc1F,-0.4%,1.7%,0.4%,-0.8,-14.7%,0.0%,14.8%,i,-4.3%
Cc1ccc(S(=O)(=O)N2CCCC(C(=O)NCc3ccco3)C2)cc1Cl (stereo not given),17.9%[1.84 µM],0.0%,0.5%,0.2,?,-27.5%,24.6%,i,-2.8%
COc1ccc(Cl)cc1NC(=O)c1nc2nc(C)cc(C(F)F)n2n1,2.0%,-0.8%,?,0.2,-19.4%,-5.4%,-12.8%,i,-32.8%
Nc1ncc(Br)cc1S(=O)(=O)NCCC(=O)NC1CCCCC1,-2.4%,2.9%,-0.2%,-0.1,-8.3%,11.3%,14.2%,i,-2.3%
CC(CCc1ccccc1)NC(=O)c1ccco1 (stereo not given),-10.7%,0.2%,0.1%,-2.9,-4.2%,-20.1%,-3.1%,i,-9.9%
O=C(c1cnn(-c2cccc(F)c2)c1)c1ccccc1O,17.5%,-1.6%,?,-1.6,-9.9%,?,-3.8%,i,-20.2%
CN1C(=O)c2ccccc2C(C(=O)O)C1c1cccc([N+](=O)[O-])c1 (stereo not given),0.7%,-1.6%,-0.7%,-0.6,-3.3%,18.8%,0.2%,i,2.1%
Cc1cc(Cl)ccc1C(O)c1ncc(-c2ccccc2Cl)[nH]1 (stereo not given),/,/,-1.4%[9.22 µM],-0.6,?,/,26.9%,i,-25.6%
O=C(N/N=C/C=C/c1ccc([N+](=O)[O-])cc1)C1COc2ccccc2O1 (stereo not given),0.6%,-0.9%,5.9%,-0.1,16.3%,9.2%,13.0%,i,-1.1%
CCOC(=O)c1nn(-c2ccccc2)c(C)c1C(C)=O,-1.8%,1.1%,-0.5%,-1.7,-8.8%,7.6%,-9.1%,i,-19.3%
CC1=C(C(=O)N2CCOCC2)CC(CC(=O)NCc2cccs2)C(=O)N1CCCN1CCCC1=O (stereo not given),/,/,-0.1%,0.1,0.1%,/,-20.0%,i,-16.2%
Cc1cccc(C)c1NC(=O)Cn1nnc(C(=O)Nc2ccc(F)cc2F)c1N,9.1%,1.9%,-1.6%,-2.7,28.1%,6.1%,0.3%,i,1.3%
CCN(CC(=O)NNC(=O)c1ccccc1)Cc1ccc(OC)c(F)c1,-1.1%,1.0%,-0.6%,-0.8,25.7%,7.0%,-9.1%,i,-0.2%
COc1cccc(/C=N/NC(=O)CCCC(=O)NC2CCCCC2)c1,-0.2%,0.1%,-1.8%,-2.0,6.3%,-9.7%,-7.0%,i,-1.2%
O=C(NC1CCCCC1)C1CC(=O)N(c2ccccc2)C1 (stereo not given),1.0%,0.6%,0.2%,0.6,-5.1%,?,-14.7%,i,5.0%
O=C(O)/C=C/C(=O)NCCc1ccccc1,0.7%,-0.8%,-0.2%,-1.0,-16.7%,-12.4%,-1.4%,i,-0.9%
CC(C)CSc1nc(N)nc2c1ncn2C1OC(CO)C(O)C1O (stereo not given),0.1%,/,-0.9%,-1.8,6.9%,18.0%,-11.6%,i,-4.2%

Three entries from above, ordered by molecular weight, low to high.
compound,A549 tox,Mm-Cpn inhibitor,Nrf2 ARE act,CCT modulator,TGFb SMAD3 inh,Nrf2 inh,Abeta rescue,Akt phos inh,HepG2 tox
CCC(=Nc1ccccc1O)C1=C(O)CC(c2ccccc2)CC1=O (stereo not given),-7.4%,-1.2%,28.9%,1.5,?,-1.3%,-30.8%[inhibitor],i,-62.5%
Cc1cccc(C)c1NC(=O)Cn1nnc(C(=O)Nc2ccc(F)cc2F)c1N,9.1%,1.9%,-1.6%,-2.7,28.1%,6.1%,0.3%,i,1.3%
Cc1nc(-c2ccccc2)sc1-c1ccc(SCC(=O)NCc2ccc(F)cc2)nn1,-3.7%,/,14.3%,/,16.0%,11.7%,-10.3%,/,9.9%

Next compounds:
compound,A549 tox,Mm-Cpn inhibitor,Nrf2 ARE act,CCT modulator,TGFb SMAD3 inh,Nrf2 inh,Abeta rescue,Akt phos inh,HepG2 tox
O=c1[nH]c(=S)[nH]c2scc(-c3ccc(Br)cc3)c12,-6.5%,/,-1.2%,-4.4,12.5%,-9.3%,-1.4%,i,0.7%
COCC(=O)N(C)C[C@@H]1Oc2cc(Br)ccc2S(=O)(=O)N([C@H](C)CO)C[C@H]1C,/,/,-0.4%,-0.2,-12.5%,/,9.1%,i,-26.7%
c1ccc(OCc2nn3c(C4CCCCC4)nnc3s2)cc1,9.9%,0.7%,0.1%,0.4,-23.8%,/,-1.4%,i,-9.3%
O=C(N/N=C/c1c(F)cccc1Cl)c1cc(C2CC2)[nH]n1,2.5%,1.3%,4.5%,0.0,24.6%,?,6.1%,i,3.8%
O=C(CCNS(=O)(=O)c1cccs1)N1CCc2ccccc2C1,2.0%,-0.5%,0.9%,1.0,-2.7%,/,13.0%,i,5.2%
CCOC(=O)C1CCCN(C(=O)Cn2ncn3c(cc4sc(CC)cc43)c2=O)C1 (stereo not given),0.4%,/,4.0%,/,0.0%,0.5%,3.0%,/,-2.5%
O=C(NC(Cc1ccccc1)C(=O)O)/C(=C/c1ccco1)NC(=O)c1cccc(Br)c1 (stereo not given),0.0%,-1.8%,-0.8%,-2.9,-2.2%,-7.5%,1.7%,i,-0.2%
N#C/C(C(=O)NCCc1ccccc1)=C1/N=C(NC(=O)c2cccs2)c2ccccc21,-9.8%,-5.3%,0.4%,-0.4,-19.7%,-23.8%,-7.1%,i,-25.5%
O=C(Nc1ccc(S(=O)(=O)Nc2ncccn2)cc1)c1cccnc1,-10.1%,0.8%,4.3%,-2.0,?,4.0%,10.0%,i,13.3%
COc1cc(-c2cc(C(=O)O)c3c(OC)c(OC)c(OC)cc3n2)ccc1O,13.7%,-3.7%,2.8%,2.9,-6.2%,/,-16.1%,i,6.7%
Cc1ccc(-c2nc3ccccn3c2NCc2ccc3c(c2)OCO3)cc1,-5.5%,-7.6%,2.2%,1.6,-1.7%,13.8%,-13.2%,i,-52.2%
COC(=O)c1cccc(C23CC4(C2)[C@H](CN(Cc2ccc(C(F)(F)F)cc2)[C@@H]4c2ccccc2)C3c2ccc(Cl)nc2)c1 (stereo not given in full),0.5%,2.1%,5.6%,-1.1,-18.7%,2.1%,4.4%,i,-29.7%
Cn1cnnc1SCCn1c(N2CCCCC2)nc2c1c(=O)[nH]c(=O)n2C,/,-0.5%,0.2%,2.9,-6.6%,6.0%,?,i,0.1%
O=C1OC[C@@H]2CCCN2C(=O)[C@@H](CC(=O)N(CCO)Cc2ccccc2)C/C=C\C[C@@H]1Cc1ccc(F)cc1,-11.0%,-1.0%,2.1%,1.0,-4.4%,-18.6%,0.0%,i,-13.7%
COC(=O)CN1C(=O)CSc2ccc(S(=O)(=O)Nc3cc(C)ccc3C)cc21,-4.4%,/,0.4%,/,?,10.2%,-16.0%,/,-7.2%
Cc1ccc(C(=O)O)cc1NC(=S)NC(=O)C(c1ccccc1)c1ccccc1,-9.9%,-0.6%,0.1%,-1.0,5.5%,-13.2%,-33.0%[inhibitor],i,-3.2%
